Compound activity from PubChem BioAssay.
SV40 large T antigen = SV40 large T antigen inhibitors, biochemical (AID 1903); SV40 large T antigen ATPase/helicase inhibition assay; higher % means a stronger effect; inhibition, % at 20 µM; hits with a dose series show IC50 in µM; 0.39% of 310,000 active; in the data active = a potency from the dose series; inconclusive = inhibition mostly from about 32% at the one dose, without a potency; inactive = the rest, 99 in 100 with inhibition below about 32%; also: strong numbers were not always called active
Rac1 GTP hydrolysis = MgcRacGAP GTPase-activating activity inhibitors, confirmation, biochemical, ADP Hunter fluorescence; Rac GTPase-activating protein 1 (Homo sapiens); MgcRacGAP-stimulated Rac1 GTP hydrolysis, ADP Hunter fluorescence; higher % means a stronger effect; GST-tagged Rac1 F28L mutant substrate; inhibition, % at 30 µM; hits with a dose series show IC50 in µM; 0.6% of 340,000 active;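 active = first-screen hits whose inhibition reached a set limit at any dose in the follow-up dose series; inconclusive = inhibition above the set first-screen limit but never retested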;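 also: fluorescence reports GDP produced by GAP-driven GTP hydrolysis; strong numbers were not always called active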
K1F lysis inhibition = inhibition of K1F phage lysis, E. coli UTI89, bacterial capsule biogenesis inhibitors, alamar blue (AID 488966); E. coli UTI89 K1F phage lysis, alamar blue, 2 h; higher % means a stronger effect; one-dose inhibition, % at 100 µM; IC50 in µM for titrated hits; 0.02% of 340,000 active;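 active = phage lysis inhibition, versus mean bacterial control, above a set limit; inconclusive = no clear call, values can overlap the other calls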;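 also: capsule biogenesis inhibitors block K1F phage lysis so surviving cells raise fluorescence; higher fluorescence means more inhibition of phage lysis; actives were called in the ten point dose series up to 300 µM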
Salmonella PhoP GFP = inhibitors of PhoP regulon expression, primary screen, Salmonella Typhimurium, GFP reporter (AID 1863) | S. Typhimurium PhoP-regulated promoter GFP reporter, 4 h; higher % means a stronger effect | inhibition, % at 50 µM; hits with a dose series show IC50 in µM | 0.16% of 300,000 active;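 active = inhibition over 29.93%, a cutoff 3 SD above the screen mean, later confirmed by dose response; inconclusive = inhibition over 29.93% but no dose response follow-up; inactive = inhibition at most 29.93% or unconfirmed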;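 also: 0% = low Mg2+ inducing control and 100% = high Mg2+ repressing control; strong numbers were not always called active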
NTR1 agonist = agonists of NTR1, primary screen, imaging, U2OS cells, beta-arrestin-GFP, high content (AID 493036) | Neurotensin receptor type 1 (Homo sapiens), P30989 | NTR1-U2OS beta-arrestin-GFP spot imaging, agonist mode | activation, % at 20 µM | 0.17% of 330,000 active;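 active = activation at or above 40% of the spot to cytoplasm intensity ratio, with at least 20 cells analyzed; inconclusive = wells under 20 cells, flagged as cytotoxic or low count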;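 also: 0% = DMSO without peptide and 100% = 100 nM NTR1 peptide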
Target sequence (P30989 whole entry, looked up): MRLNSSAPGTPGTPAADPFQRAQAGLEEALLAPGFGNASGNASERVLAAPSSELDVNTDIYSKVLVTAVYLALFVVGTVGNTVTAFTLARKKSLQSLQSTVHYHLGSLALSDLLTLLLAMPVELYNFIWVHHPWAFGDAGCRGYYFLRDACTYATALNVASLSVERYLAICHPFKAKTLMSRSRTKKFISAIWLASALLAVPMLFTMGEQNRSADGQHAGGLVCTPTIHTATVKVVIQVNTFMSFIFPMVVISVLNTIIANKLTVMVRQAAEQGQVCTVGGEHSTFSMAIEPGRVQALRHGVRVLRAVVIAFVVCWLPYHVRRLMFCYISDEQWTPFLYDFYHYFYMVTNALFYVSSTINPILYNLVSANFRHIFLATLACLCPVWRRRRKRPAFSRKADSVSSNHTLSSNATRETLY
T cell HTS = modulators of CD8 T cell-vesicle binding, primary screen, mouse 2C CD8+ T cells, flow cytometry. 2C CD8+ T cell-vesicle binding; hits give low values. calls only at 7 µM. 0.068% of 330,000 active;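 active = response, share of CD8 T cells binding vesicles, and their 90th percentile fluorescence all below set limits, cut at about 80% in these data, passing the limit was not always enough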
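Test system: purified 2C TCR transgenic mouse naive CD8+ T cells. Probe or stimulus: QL9-peptide-loaded Drosophila micro-vesicles bearing Ld, ICAM-1 and B7-1. Incubation: binding step 1.5 h, 37 °C, antibody labelling 20 min, ice. Measured by: flow cytometry of vesicle-bound cells.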
RSV CPE inhibition = RSV antiviral activity via CPE protection, HEp-2 cells, primary 10 µM value included (AID 2391) | CPE inhibition, % at 10 µM, or IC50 in µM where a hit was titrated | 0.13% of 310,000 active | HEp-2 cells, RSV-induced CPE inhibition; higher % means a stronger effect; in the data active = a potency from the dose series; inconclusive = CPE inhibition mostly from about 23% at the one dose, without a potency; inactive = the rest, 99 in 100 with CPE inhibition below about 21%; also: strong numbers were not always called active
TNAP activation fold = human TNAP enzyme activators, primary screen, biochemical, luminescent, no phosphate acceptor, uHTS (AID 1001); purified TNAP, luminescent activation assay, no phosphate acceptor; higher activation fold means a stronger effect; one-dose activation fold at 20 µM; EC50 in µM for titrated hits; 0.03% of 200,000 active; in the data active = activation fold from about 3, or a potency from the dose series; inactive = the rest, 99 in 100 with activation fold below about 1.6; also: many of its hits are not listed in these tables
Myeloid diff 2 = induction of myeloid progenitor differentiation, primary screen, cell-based, flow cytometry, MLPCN library | ER-HoxA9 myeloid progenitors, lysozyme-GFP differentiation | calls only at 10 µM | 1% of 360,000 active | AID 624256, 2012;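 active = normalized GFP-positive differentiation at or above the plate's own cutoff, the solvent-only control mean plus 3 SD; inconclusive = no clear call, values can overlap the other calls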;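 also: cells exposed to compound for four days before flow analysis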
T cell HTS vesicle-bound % = recorded beside T cell HTS, whose call it bears; double positive events, %; measured here: CD8+ vesicle-bound cell fraction;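 binding gate set so that unloaded-vesicle control wells show 10% double positive cells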
NTR1 agonist cell count 20 µM = further read-out of NTR1 agonist, marked with its call; cell count; measured here: cell count, cytotoxicity flag
Myeloid diff 2 GFP+ MAC1+ % = recorded beside Myeloid diff 2, whose call it bears; GFP+ MAC1+ double positive, %; measured here: differentiation confirmed by MAC1 staining
Starred values were filed as active, the others as inactive; i = inactive; ? = inconclusive; nt = not tested or not shown; + = active, no number; [ ] = another dose, or the depositor's remark. Hits appear at their usual frequency. Share with any hit: about 2.3%.

Order of values: SV40 large T antigen | Rac1 GTP hydrolysis | K1F lysis inhibition | Salmonella PhoP GFP | NTR1 agonist | NTR1 agonist cell count 20 µM | T cell HTS | T cell HTS vesicle-bound % | RSV CPE inhibition | TNAP activation fold | Myeloid diff 2 | Myeloid diff 2 GFP+ MAC1+ %
> O=C(CCCn1c(=S)[nH]c2ccccc2c1=O)N1CCN(c2cccc(Cl)c2)CC1
→ 17% | 14% | 0.3% | -9% | 14 | 76 | i | 7 | -0.6% | 1.1 | i | 0.7
> CCOC(=O)C(C)N1N=C(/C=C/c2ccc(OC)cc2)CCC1=O (centres undefined)
→ 6% | 7% | 0.4% | -4% | 0.6 | 43 | i | 32 | 13% | 1.1 | i | 0.3
> CN(C)CCn1c2c(c(SCC(=O)N3CCc4ccccc43)nc1=O)CCCC2
→ 22% | 5% | 0.4%[50 µM] | 7% | -1.1 | 56 | i | 58 | -0.5% | nt | i | 0.9
> Cc1cc2c(cc1C)[n+](C)cn2CC(O)COCc1ccccc1 (centres undefined)
→ 17% | 3% | 0.5% | -1% | 0.1 | 71 | i | 4 | -0.2% | 1 | i | 1.3
> Cc1ccccc1C(=O)NNS(=O)(=O)c1cccc([N+](=O)[O-])c1
→ 9% | 7% | -0.1% | -7% | -0.5 | 47 | i | 60 | 1.0% | nt | i | 0.5
> COc1ccc(CNC(=O)CSc2nc3ccc(C)cc3[nH]2)cc1OC
→ -13% | 3% | 0.7% | 2% | -0.3 | 61 | i | 18 | 0.1% | nt | i | 1.2
> COc1ccc(OC)c(CCNC(=O)CCc2nnc3ccc(N4CCOCC4)nn23)c1
→ 8% | -11% | 0.1% | -12% | 2.4 | 54 | i | 62 | 0.6% | nt | i | 1.2
> CN(C)c1ccnc(Nc2ccccc2)c1C#N
→ 34% | nt | nt | -6% | -1.1 | 34 | i | 48 | 0.6% | 1.1 | i | 0.3
> CN(CC(=O)Nc1ccc(Cl)c(C(F)(F)F)c1)C(=O)C1(c2ccccc2)CC1
→ 13% | -6% | -1.9%[50 µM] | 4% | 2.7 | 59 | i | 24 | 17% | nt | i | 0.4
> C=CCN(c1ccccc1)S(=O)(=O)c1ccc2c(c1)NC(=O)C(C)S2 (centres undefined)
→ 3% | 6% | 0.0% | 9% | 1.5 | 51 | i | 43 | 17% | nt | i | 1.9
> N#C/C(=C\c1ccc(-c2ccc(C(=O)O)cc2)o1)c1nc2ccccc2[nH]1
→ nt | 3% | 0.2% | nt | nt | nt | nt | nt | nt | 0.9 | + | 2.2*
> Clc1ccc2[nH]c3c(c2c1)CCc1cn[nH]c1-3
→ -2% | 7% | -1.8% | 1% | 5.9 | 52 | i | 23 | 2.8% | 1.1 | i | 0.6
> CNc1cccccc1=S
→ 18% | 13% | 0.0% | 2% | 0.7 | 82 | i | 14 | 0.1% | 1.1 | i | 0.9
> CCOc1ccc(CNC(=O)CCS(=O)(=O)Cc2ccc(C)cc2)cc1OC
→ 9% | -2% | 0.0% | -9% | -2.1 | 56 | i | 31 | 2.8% | 1.1 | i | 1.1
> CC(=NCc1ccco1)C1=C(O)c2ccccc2C1=O
→ 16% | 6% | 0.4% | 7% | 0.7 | 51 | i | 6 | 40% | 1.1 | i | 1.9
> Cn1c(=O)c2c(ncn2CC(=O)N2CCCCCC2)n(C)c1=O
→ -1% | 3% | -0.1% | -5% | 0.4 | 70 | i | 25 | -0.1% | nt | i | 0.3
> O=c1[nH]c2ccccc2cc1CN(c1ccccc1)S(=O)(=O)c1ccccc1
→ 27% | 9% | 4.4% | -11% | 1.8 | 74 | i | 41 | 1.7% | 1 | i | 0.2
> COc1cccc(NC(=O)COC(=O)CCC2CCCC2)c1
→ nt | 4% | 0.2%[50 µM] | nt | -1.7 | 42 | i | 30 | 0.5% | nt | i | 0.6
> CC(=O)C1=C(O)C(=O)N(CC#N)C1c1cccs1 (centres undefined)
→ 2% | 2% | 3.6% | 7% | 0.4 | 62 | i | 47 | 0.8% | 1.1 | i | 1.2
> C#CCNC(=O)C1=C[C@@H](c2ccccc2)[C@H](CCCO)[C@@H](OCC)O1
→ 10% | 12% | 1.1% | 1% | 5.8 | 90 | i | 31 | 0.5% | 1 | i | 0.7
> COCCNC(=S)NNC(=O)c1cc(C2CC2)nc2ccccc12
→ 10% | 6% | 0.1% | 3% | 0.7 | 63 | i | 63 | 0.5% | nt | i | 0.6
> CC1(C)NC(=O)N(CCOCCOc2cccc(Oc3ccccc3)c2)C1=O
→ 2% | 4% | 2.6% | 0% | 0.5 | 59 | i | 13 | -1.4% | 1.1 | i | 12
> Cc1cc(C)cc(C(=O)NCC(=O)OCC(=O)N(C)c2ccccc2)c1
→ -1% | 5% | 0.0% | 1% | 0.6 | 47 | i | 43 | 0.6% | 1.1 | i | 1.0
> O=C(CN1CCOc2ccccc21)NCc1ccc(Cl)cc1
→ -3% | 4% | 5.2% | 9% | 2.7 | 44 | nt | nt | 1.1% | 1.1 | i | 1.6
> CCN1C(=O)CC(N2CCC(C(=O)OC)CC2)C1=O (centres undefined)
→ 4% | 3% | 0.7% | 0% | 1.2 | 55 | i | 53 | 2.3% | 1.1 | i | 0.5
> O=c1c(Cc2ccccc2)c(O)ccn1Cc1ccco1
→ 8% | 4% | 0.2% | -7% | -0.7 | 44 | i | 2 | 0.9% | 1.1 | i | 0.7
> O=C(CN1c2ccccc2S(=O)(=O)c2ccccc21)NCc1ccc(F)cc1
→ -2% | 10% | 2.0% | 15% | 0.5 | 53 | i | 15 | nt | nt | i | 6.0
> CC1(C)C(=O)Nc2ccccc2N1C(=O)c1ccc([N+](=O)[O-])cc1
→ -13% | 5% | 0.3% | 7% | 1.6 | 56 | i | 7 | 2.2% | nt | i | 0.2
> Cc1occc1C(=O)N/N=C/c1ccc(N(C)C)cc1
→ 22% | 8% | -1.3% | 3% | -0.1 | 58 | i | 31 | 2.5% | nt | i | 0.3
> CCn1c(-c2cc(-c3ccc(C)c(C)c3)nc3ccccc23)n[nH]c1=S
→ 15% | nt | nt | -4% | 2.7 | 49 | i | 51 | 3.6% | 1.1 | nt | nt
> C[C@H](NC(=O)c1ccco1)C(=O)Nc1cc(S(=O)(=O)N2CCCC2)ccc1OCC(F)(F)F
→ nt | 3% | 0.8%[50 µM] | nt | 1.6 | 52 | i | 51 | nt | nt | i | 0.6
> COc1cc(Cl)c(C)cc1NC(=O)CSc1cc(Cl)ccc1Cl
→ 16% | 8% | -0.2% | -5% | 2.9 | 32 | i | 7 | 5.3% | 1.1 | i | 0.9
> CC(C)(C)C(=O)NCCCc1nc2ccccc2n1CCCOc1ccc(Cl)cc1
→ -2% | 11% | -0.2% | -5% | 5.1 | 39 | i | 35 | 6.7% | 1 | i | 1.3
> C=CCn1cc(C(=O)NCCOC)c(=O)c2cc(S(=O)(=O)N(CC)CC)ccc21
→ 12% | 7% | 0.5% | 5% | 17 | 98 | i | 38 | 3.0% | 1.1 | i | 2.8
> CCN1CCN(c2nc(-c3ccncc3)nc3ccccc23)CC1
→ 11% | nt | 5.5%[50 µM] | -6% | 0.0 | 55 | i | 50 | 3.9% | 1 | nt | nt
> COc1ccccc1CNCC(=O)Nc1cc(S(=O)(=O)N2CCCCCC2)ccc1Cl
→ 6% | ? | -0.1% | 10% | 5.7 | 75 | i | 40 | ? | nt | i | 0.5
> O=C(O)c1ccc(-n2nnnc2SCc2cccc(Br)c2)cc1
→ 4% | 9% | -0.2% | 7% | 1.3 | 98 | i | 62 | 2.2% | nt | i | 0.2
> COc1ccc(O)c(C(=O)c2cc(C#N)c(=O)n(-c3c(C)n(C)n(-c4ccccc4)c3=O)c2)c1
→ 21% | 9% | -1.4% | 8% | 2.4 | 15 | i | 58 | -0.6% | 1 | i | 0.3
> O=C(Nc1ccc(F)cc1F)N1CCC(c2nc3ccccc3o2)CC1
→ 19% | 6% | 0.3% | 11% | -1.8 | 27 | i | 43 | 0.0% | 1.1 | i | 0.4
> NNC(=O)COc1ccc(C(F)(F)F)cc1
→ 8% | 4% | 0.1% | 9% | 1.6 | 80 | i | 31 | 2.4% | 1.1 | i | 0.1
> CN(Cc1ccccc1)c1ncnc2c1cnn2-c1ccccc1
→ 1% | -1% | 1.5% | 3% | 0.9 | 83 | i | 52 | 9.3% | 1 | i | 1.2
> CC(=O)c1ccc(NC(=O)CCn2c(=O)oc3ccccc32)cc1
→ 1% | 6% | 0.9% | -2% | -0.3 | 85 | i | 20 | 2.0% | 1.1 | i | 0.8
> COc1cc(CCN2C(=O)N[C@@H](c3cccc(C(F)(F)F)c3)C(C(C)=O)=C2C)cc(OC)c1OC
→ 4% | nt | nt | 5% | 1.8 | 110 | i | 17 | -0.2% | 1 | nt | nt
> CCCc1cc(=O)[nH]c(SCC(=O)NCCCC(=O)OCC)n1
→ 1% | 5% | -1.4% | -16% | -1.3 | 60 | i | 40 | 1.0% | 1 | i | 4.1
> CC(Cc1ccsc1)NC(=O)CCc1nnc(COc2ccccc2)o1 (centres undefined)
→ nt | 4% | 0.4% | nt | 1.4 | 41 | i | 42 | 0.6% | 1.1 | i | 0.7
> CCN1/C(=C/c2ccc3cc(C)ccc3[n+]2C)Sc2ccc3sccc3c21
→ 7% | -4% | -0.6% | 2% | nt | nt | nt | nt | nt | 0.9 | i | 0.4
> COc1ccc(-c2cc(C(=O)OCC(=O)c3c(N)n(C)c(=O)n(C)c3=O)c3ccccc3n2)cc1
→ 3% | 1% | 0.1% | -10% | 8.6 | 44 | i | 37 | -0.7% | 1 | i | 0.6
> COc1ccc(CNC(=O)c2cccc(S(=O)(=O)N3CCN(C)CC3)c2)cc1
→ 6% | nt | nt | -3% | 0.0 | 94 | i | 40 | 0.7% | 1.1 | i | 0.2
